# Compound activity from PubChem.
# TcdB GH inh: TcdB glycohydrolase inhibition; 0.24% of 350,000 active; P18177; TcdB glycohydrolase enzymatic assay, plate reader; inhibition, % at 9.99 µM; in the data active means inhibition above about 10%
# BioA inh: BioA (M. tuberculosis) enzyme inhibition; AID 602481; purified M. tuberculosis BioA enzyme, plate reader; 0.096% of 360,000 active; inhibition, % at 9.99 µM; in the data active means inhibition above about 40%
# An asterisk follows results filed as active; & = joins results of further samples. The list is partial, so the mix of outcomes need not match the whole.
SMILES,TcdB GH inh,BioA inh
C[C@@H]1CCCCO[C@H](CN(C)S(=O)(=O)c2ccc(F)cc2)[C@H](C)CN([C@@H](C)CO)C(=O)c2cc(NC(=O)c3ccncc3)ccc2O1,-0.3,5.9
C[C@@H]1CN([C@@H](C)CO)C(=O)c2cc(-c3ccncc3)cnc2O[C@@H]1CN(C)C(=O)Cc1ccccn1,-0.1,1.5
C[C@H](CO)N1C[C@H](C)[C@H](CN(C)S(=O)(=O)c2ccc(F)cc2)Oc2ccc(NC(=O)Cc3ccccc3)cc2CC1=O,2.5,1.2
O=C(C[C@@H]1C[C@@H]2c3cc(NC(=O)c4ccc5c(c4)OCO5)ccc3O[C@@H]2[C@H](CO)O1)NCc1cccc(F)c1,7.0,-1.0
CC(C)CC#Cc1ccc2c(c1)O[C@H](CN(C)C(=O)C1CCOCC1)[C@@H](C)CN([C@H](C)CO)S2(=O)=O,0.9,-1.7
C/C=C/c1ccc2c(c1)O[C@H](CN(C)C(C)=O)[C@H](C)CN([C@H](C)CO)S2(=O)=O,-1.2,-0.3
C[C@H]1CN([C@@H](C)CO)S(=O)(=O)c2ccc(C#Cc3ccccc3)cc2O[C@@H]1CN(C)C(=O)CN(C)C,-0.7,-2.7
C[C@H](CO)N1C[C@H](C)[C@H](CN(C)Cc2ccc(C(=O)Nc3ccccc3N)cc2)Oc2ccc(NC(=O)CCC(F)(F)F)cc2C1=O,0.4,-2.1
O=C(C[C@@H]1CC[C@H]2[C@@H](COC[C@@H](O)CN2C(=O)c2ccccc2F)O1)NCc1ccc(Cl)cc1,-0.1,0.8
O=C(C[C@@H]1C=C[C@H](NS(=O)(=O)c2ccccc2)[C@H](CO)O1)N1CCc2ccccc2C1,0.8,-1.5
C[C@@H]1CN([C@H](C)CO)C(=O)c2cc(C3=CCCCC3)cnc2O[C@@H]1CN(C)C(=O)C1CCOCC1,0.7,-4.0
C[C@H]1CN([C@@H](C)CO)C(=O)c2cc(NC(=O)C3CCCCC3)ccc2O[C@@H]1CN(C)C(=O)Nc1ccc(F)cc1,0.8,-0.7
O=C(c1ccncc1)N1CCCCN2[C@H](C1)[C@H](c1ccc(C#Cc3ccccn3)cc1)[C@@H]2CO,-0.4,0.9
COCC(=O)N(C)C[C@H]1Oc2ncc(/C=C/c3ccccc3)cc2C(=O)N([C@@H](C)CO)C[C@H]1C,1.9,-0.6
C[C@H](O)C#Cc1ccc([C@@H]2[C@H](CO)N3CCCCN(C(=O)Nc4ccccc4)C[C@@H]23)cc1,-4.9,5.9
O=C(C[C@H]1CC[C@H](NC(=O)Nc2cc(F)ccc2F)[C@H](CO)O1)NCc1ccncn1,1.2,-2.5
COc1ccc(S(=O)(=O)N(C)C[C@@H]2OCCCC[C@H](C)Oc3ccc(NC(=O)Nc4ccc(C(F)(F)F)cc4)cc3C(=O)N([C@@H](C)CO)C[C@@H]2C)cc1,-0.6,-0.6
O=C(C[C@H]1CC[C@H](NC(=O)c2ccc3c(c2)OCO3)[C@@H](CO)O1)NCc1ccc(Cl)cc1,-0.6,0.8
CO[C@@H]1CN(C)C(=O)c2cc(NC(=O)Nc3ccccc3F)ccc2OC[C@@H](C)N(CC2CC2)C[C@@H]1C,0.0,1.7
O=C(C[C@H]1C[C@H]2c3cc(NC(=O)C4CCC4)ccc3O[C@H]2[C@@H](CO)O1)NCCc1ccccc1,-1.6,-0.4
COc1ccc(CN(C)C[C@@H]2OCCCC[C@@H](C)Oc3ccc(NC(=O)Nc4c(C)noc4C)cc3C(=O)N([C@H](C)CO)C[C@H]2C)cc1,0.0,-2.7
O=C(C[C@@H]1CC[C@H](NC(=O)Nc2ccc(C(F)(F)F)cc2)[C@H](CO)O1)NCCN1CCCC1,1.7,1.5
COc1cccc(S(=O)(=O)N(C)C[C@H]2Oc3cc(C#CCN(C)C)ccc3S(=O)(=O)N([C@H](C)CO)C[C@H]2C)c1,-1.6,4.6
CC(=O)N(C)C[C@H]1Oc2cc(C#Cc3ccc(F)cc3)ccc2S(=O)(=O)N([C@H](C)CO)C[C@H]1C,1.6,3.6
Cc1noc(C)c1NC(=O)N(C)C[C@H]1Oc2c(NC(=O)Nc3ccc(C(F)(F)F)cc3)cccc2C(=O)N([C@@H](C)CO)C[C@@H]1C,1.2,0.5

# Overlap with the part before: 4 compounds, followed by the next part.
SMILES,TcdB GH inh,BioA inh
O=C(C[C@@H]1CC[C@H](NC(=O)Nc2ccc(C(F)(F)F)cc2)[C@H](CO)O1)NCCN1CCCC1,1.7,1.5
COc1cccc(S(=O)(=O)N(C)C[C@H]2Oc3cc(C#CCN(C)C)ccc3S(=O)(=O)N([C@H](C)CO)C[C@H]2C)c1,-1.6,4.6
CC(=O)N(C)C[C@H]1Oc2cc(C#Cc3ccc(F)cc3)ccc2S(=O)(=O)N([C@H](C)CO)C[C@H]1C,1.6,3.6
Cc1noc(C)c1NC(=O)N(C)C[C@H]1Oc2c(NC(=O)Nc3ccc(C(F)(F)F)cc3)cccc2C(=O)N([C@@H](C)CO)C[C@@H]1C,1.2,0.5
CO[C@H]1CN(C)C(=O)c2cc(NC(=O)C3CCCCC3)ccc2OC[C@@H](C)N(C(=O)c2ccccc2)C[C@@H]1C,-0.8,-2.5
CCC(=O)N1C[C@@H](C)[C@@H](OC)CN(C)C(=O)c2ccc(NC(=O)C3CCCCC3)cc2OC[C@@H]1C,0.8,0.9
CO[C@H](CN(C)C(=O)c1ccccc1F)[C@@H](C)CN([C@@H](C)CO)S(=O)(=O)c1ccc(Cl)cc1,-0.5,-0.9
C[C@@H]1CN([C@@H](C)CO)C(=O)c2c(c3ccccc3n2C)-c2ccccc2CO[C@H]1CN(C)S(=O)(=O)c1ccc(Cl)cc1,-1.8,1.7
CO[C@H]1CN(C)C(=O)c2ccc(NC(=O)NC(C)C)cc2OC[C@@H](C)N(Cc2ccccc2)C[C@H]1C,-0.6,1.2
C[C@H](CO)N1C[C@H](C)[C@H](CN(C)Cc2ccc(C(F)(F)F)cc2)OCc2cnnn2CCCC1=O,1.4,1.3
C[C@H](O)C#Cc1ccc2c(c1)O[C@H](CN(C)C(=O)CC1CC1)[C@H](C)CN([C@H](C)CO)S2(=O)=O,0.0,-2.0
Cc1noc(C)c1S(=O)(=O)N(C)C[C@H]1OCCCC[C@@H](C)Oc2ccc(NC(=O)Nc3ccccc3)cc2C(=O)N([C@@H](C)CO)C[C@@H]1C,1.0,-0.3
Cc1cccc(-c2ccc([C@@H]3[C@H](CO)N4CCCCN(S(=O)(=O)c5ccccc5C)C[C@@H]34)cc2)c1,0.4,-3.8
O=C(N[C@H]1C=C[C@@H](CC(=O)N2CCc3ccccc3C2)O[C@@H]1CO)C1CCC1,-0.1,0.0
CC(C)c1cn(CC[C@H]2CC[C@@H](NS(=O)(=O)c3ccc(Cl)cc3)[C@@H](CO)O2)nn1,-0.7,0.9
COc1ccc(CN(C)C[C@H]2Oc3c(NC(=O)C4CCCCC4)cccc3C(=O)N([C@@H](C)CO)C[C@@H]2C)cc1,0.8,1.5
Cc1noc(C)c1S(=O)(=O)N(C)C[C@@H]1OCCCC[C@@H](C)Oc2ccc(NC(=O)Nc3cccc4ccccc34)cc2C(=O)N([C@@H](C)CO)C[C@H]1C,1.6,0.7
O=C(C[C@@H]1C[C@@H]2c3cc(NC(=O)NC4CCCCC4)ccc3O[C@@H]2[C@@H](CO)O1)NCc1ccccn1,-0.3,0.9
COc1ccc(CN(C)C[C@H]2OCc3cn(nn3)CCCC(=O)N([C@@H](C)CO)C[C@H]2C)cc1,-1.8,-0.6
CCCNC(=O)N1[C@@H](C#N)[C@H](c2ccc(-c3ccccc3F)cc2)[C@@H]1CO,0.8,1.7
C[C@@H]1CN([C@@H](C)CO)C(=O)c2cc(NS(=O)(=O)c3ccccc3)ccc2O[C@H]1CN(C)CC1CCCCC1,-0.2,-0.1
C[C@H](CO)N1C[C@H](C)[C@H](CN(C)C(=O)NC2CCCCC2)OCCCC[C@H](C)Oc2ccc(NC(=O)Nc3ccc(C(F)(F)F)cc3)cc2C1=O,-1.3,-2.8
COCCNC(=O)C[C@@H]1C[C@@H]2c3cc(NC(=O)CC4CC4)ccc3O[C@@H]2[C@@H](CO)O1,1.3,1.9
COc1ccccc1CNC(=O)C[C@H]1C[C@H]2c3cc(NC(=O)Nc4ccc(C(F)(F)F)cc4)ccc3O[C@H]2[C@@H](CO)O1,-1.9,-4.0
C[C@@H]1CN([C@H](C)CO)C(=O)c2cc(NC(=O)Cn3cnnn3)ccc2O[C@@H]1CN(C)Cc1ccc(Oc2ccccc2)cc1,1.0,1.8
CO[C@H]1CN(C)C(=O)c2cc(NC(=O)C3CCOCC3)ccc2OC[C@H](C)NC[C@@H]1C,-0.1,-6.0
C[C@H]1CN([C@@H](C)CO)C(=O)Cc2cc(NC(=O)Nc3ccc(C(F)(F)F)cc3)ccc2O[C@@H]1CN(C)Cc1ccc(C(=O)O)cc1,-0.1,4.3
CC(C)NC(=O)N[C@H]1C=C[C@@H](CC(=O)N2CCCCC2)O[C@H]1CO,-0.3,0.4
CC(=O)N(C)C[C@@H]1Oc2cc(-c3ccncc3)ccc2S(=O)(=O)N([C@@H](C)CO)C[C@H]1C,-3.1,-0.7
# (next part)
SMILES,TcdB GH inh,BioA inh
COc1cccc(S(=O)(=O)Nc2ccc3c(c2)[C@@H]2C[C@H](CC(=O)NCc4ccccc4F)O[C@H](CO)[C@@H]2O3)c1,0.5,-1.0
C[C@H](CO)N1C[C@H](C)[C@@H](CN(C)C)Oc2ccc(NC(=O)CCN3CCOCC3)cc2CC1=O,-0.5,-2.5
COc1cccc(NC(=O)Nc2ccc3c(c2)C(=O)N(C)C[C@H](OC)[C@@H](C)CN(C)[C@@H](C)CO3)c1,-0.3,1.4
CCCC#Cc1ccc2c(c1)O[C@@H](CN(C)C(=O)CN(C)C)[C@H](C)CN([C@H](C)CO)S2(=O)=O,0.1,1.3
CN(C)CC(=O)Nc1ccc2c(c1)[C@@H]1C[C@H](CC(=O)NCC3CC3)O[C@@H](CO)[C@@H]1O2,0.6,-1.4
C[C@@H]1CCCCO[C@H](CN(C)Cc2ccc(C(F)(F)F)cc2)[C@H](C)CN([C@@H](C)CO)C(=O)c2cc(NS(=O)(=O)c3ccc(Cl)cc3)ccc2O1,1.0,0.4
Cc1noc(C)c1NC(=O)Nc1ccc2c(c1)C(=O)N(C)[C@H]1CC[C@H](CC(=O)N[C@H]3CCN(Cc4ccccc4)C3)O[C@H]1CO2,-0.7,0.9
C[C@@H]1CN([C@H](C)CO)C(=O)c2cc(NS(C)(=O)=O)ccc2O[C@@H]1CN(C)Cc1ccc(C(=O)Nc2ccccc2N)cc1,-1.2,1.3
O=C(Nc1ccc2c(c1)OCO2)N[C@@H]1CC[C@H](CCNC(=O)C2CCC2)O[C@@H]1CO,1.5,-0.5
C[C@H]1CN([C@@H](C)CO)C(=O)CCCn2cc(nn2)CO[C@@H]1CN(C)C(=O)c1ccc2ccn(C)c2c1,0.5&0.0,-0.1
O=C(N[C@H]1CC[C@@H](CCNS(=O)(=O)c2ccc(F)cc2)O[C@@H]1CO)c1cnccn1,0.0,3.6
C[C@H](CO)N1C[C@H](C)[C@@H](CN(C)C(=O)Nc2cccc3ccccc23)Oc2c(NC(=O)Nc3cccc4ccccc34)cccc2C1=O,-0.1,-2.9
O=C(C[C@@H]1CC[C@@H](NC(=O)C2CCC2)[C@H](CO)O1)NC1CCCCC1,1.4,1.8
C/C=C/c1cnc2c(c1)C(=O)N([C@H](C)CO)C[C@@H](C)[C@@H](CN(C)Cc1cncnc1)O2,0.6,2.2
CC(C)NC(=O)N(C)C[C@@H]1OCCCC[C@@H](C)Oc2ccc(NC(=O)CCC(F)(F)F)cc2C(=O)N([C@@H](C)CO)C[C@@H]1C,-0.9,-0.5
COc1ccc(S(=O)(=O)N(C)C[C@@H]2OCCCC[C@@H](C)Oc3ccc(NS(=O)(=O)c4ccc(C)cc4)cc3C(=O)N([C@H](C)CO)C[C@@H]2C)cc1,-0.5,2.1
CO[C@H]1CN(C)C(=O)c2cc(NC(=O)c3cnccn3)ccc2OC[C@@H](C)N(C(C)=O)C[C@@H]1C,-2.3,-0.6
COc1ccccc1-c1cn(CC[C@@H]2CC[C@H](NC(=O)c3ccccc3F)[C@H](CO)O2)nn1,-0.2,2.5
C[C@H](CO)N1C[C@H](C)[C@H](CN(C)S(=O)(=O)c2ccccc2)Oc2c(NS(=O)(=O)c3ccccc3)cccc2C1=O,-1.8,-0.7
C[C@@H]1CCCCO[C@H](CN(C)Cc2ccncc2)[C@H](C)CN([C@H](C)CO)C(=O)c2cc(NS(=O)(=O)c3cccs3)ccc2O1,0.0,0.3
COc1cccc(-c2cnc3c(c2)C(=O)N([C@H](C)CO)C[C@H](C)[C@@H](CN(C)C(=O)CC2CC2)O3)c1,1.0,-1.6
C[C@@H]1CN([C@H](C)CO)S(=O)(=O)c2ccc(Br)cc2O[C@@H]1CN(C)S(=O)(=O)c1ccccc1,0.8,3.1
Cc1noc(C)c1NC(=O)N(C)C[C@@H]1Oc2ncc(C#CC3CCCC3)cc2C(=O)N([C@H](C)CO)C[C@H]1C,0.2,0.6
C[C@H](CO)N1C[C@H](C)[C@H](CN(C)C(=O)C2CCCCC2)Oc2ncc(/C=C/c3ccccc3)cc2C1=O,1.5,2.1
CNC[C@@H]1Oc2c(N)cccc2C(=O)N([C@H](C)CO)C[C@H]1C,0.6,-1.4

# Exported with values under each structure: entries from further up.
# Every second line gives: TcdB GH inh, BioA inh
> C[C@H]1CN([C@@H](C)CO)C(=O)CCCn2cc(nn2)CO[C@@H]1CN(C)C(=O)c1ccc2ccn(C)c2c1
→ 0.5&0.0, -0.1
> O=C(N[C@H]1CC[C@@H](CCNS(=O)(=O)c2ccc(F)cc2)O[C@@H]1CO)c1cnccn1
→ 0.0, 3.6
> C[C@H](CO)N1C[C@H](C)[C@@H](CN(C)C(=O)Nc2cccc3ccccc23)Oc2c(NC(=O)Nc3cccc4ccccc34)cccc2C1=O
→ -0.1, -2.9
> O=C(C[C@@H]1CC[C@@H](NC(=O)C2CCC2)[C@H](CO)O1)NC1CCCCC1
→ 1.4, 1.8
> C/C=C/c1cnc2c(c1)C(=O)N([C@H](C)CO)C[C@@H](C)[C@@H](CN(C)Cc1cncnc1)O2
→ 0.6, 2.2
